TGFb inhibitor – TGF-b pathway inhibition; HepG2 CAGA-GFP TGF-b/SMAD3 reporter, GFP fluorescence, 18 h; TGF-beta stimulated, 500 pg/mL final; Potency, µM (series often up to 46.1 µM), without a hit: at the top dose activity, negative = inhibition, hits mostly inhibitors; actives 1.2% (n = 410,000); AID 588855; further: potency means the concentration at half of the fitted maximal effect; on the % scale 0 is the no-effect control and ±100 the full control effect; nearly all actives have a fitted effect of over 65% in size
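TGF-beta reporter screen: HEPG2 CAGA-GFP, 1% FBS, 500 pg/mL TGF-beta final, 18 h; per-cell GFP summed per well; curves fitted and categorized by class.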
S2 tox – cell viability loss in ATXN counter-screen | Potency, µM (titrated, usually from 56.7 µM), most hits filed as cytotoxic | actives 0.49% (n = 400,000) | S2 cells (HEK-293 line with an ATXN2-luciferase reporter) viability, CellTiter-Fluor protease fluorescence, 24 h; further: potency means the concentration at half of the fitted maximal effect; nearly all actives have a fitted effect of over 40% in size
MCF10A rerep – inducers of DNA re-replication in MCF 10A breast cells; Potency, µM (top dose mostly 46.1 µM), without a hit: top-dose activity, positive = re-replication, usual class: activators; actives 2.9% (n = 350,000); MCF 10A DNA re-replication, Hoechst nuclear intensity, 48 h; further: potency means the concentration at half of the fitted maximal effect; % of control where 0% means no effect; nearly all actives have a fitted effect of over 50% in size
Nrf2 ARE act – Nrf2 pathway activation | AREc32 ARE-luciferase reporter (MCF7-derived line), luminescence, 24 h | actives 0.31% (n = 410,000) | Potency, µM (doses to about 46.1 µM), for inactives: at the top dose activation, usual class: activators; further: potency means the concentration at half of the fitted maximal effect; % of control where 0% means no effect; nearly all actives have a fitted effect of over 65% in size
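AREc32 cells carrying an ARE-driven firefly luciferase, 1000 cells/well in OPTI-MEM with 5% FBS, dosed after overnight attachment and incubated 24 hr at 37 deg C. Steady-Glo luminescence read after 30 min at RT.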
HepG2 tox – counter-screen for TGF-b inhibitors: cytotoxicity in HepG2 cells; HepG2 CAGA-GFP viability, ATP luminescence, 18 h; actives 0.76% (n = 410,000); AID 588856; Potency, µM (highest dose often 46.1 µM), inactives show at the highest dose activity change, negative = cytotoxicity, hits mostly cytotoxic; further: potency means the concentration at half of the fitted maximal effect; some results filed as inactive show a strong effect at the top dose
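CellTiter-Glo luminescence gave cytotoxicity after 18 hours at 37 degrees C. The cells were HepG2 CAGA-GFP in 1% FBS DMEM, stimulated with 500 pg/mL TGF-beta after compound addition. %Activity was normalised to no-cell wells (complete cell-killing) and DMSO (no toxicity), and curves were fitted and classified.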
IL-1B inflam inh – inflammasome signaling inhibition, IL-1 beta readout; THP-1 LPS/ATP IL-1B secretion, AlphaLISA, 16 h; stronger effect = lower value; activity change, % at 57.5 µM; actives 4.7% (n = 360,000); in the data active means activity change below about -50%; inconclusive means mostly about -30% to -49%; further: on the % scale 0 is the no-effect control and ±100 the full control effect
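THP-1 cells pretreated 1 hr with compounds (up to 57.5 uM final), then stimulated with LPS (250 ng/mL final) plus ATP (1.25 mM final); secreted IL-1B measured by AlphaLISA after 16 hr, decreased signal indicating inhibition.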
Nrf2 inh – blocks Nrf2 signaling | A549 ARE-Fluc reporter, luciferase luminescence, 18-24 h | Potency, µM (top dose mostly 46 µM), without a hit: at the highest dose activity change, negative = inhibition, actives largely listed as inhibitors | actives 2.1% (n = 360,000); further: potency means the concentration at half of the fitted maximal effect; on the % scale 0 is the no-effect control and ±100 the full control effect; nearly all actives have a fitted effect of over 60% in size
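In this cell-based qHTS, ARE-driven firefly luciferase in A549 cells reports Nrf2 activity; the luminescent signal after BugLite lysis is the measured value, with a prior CellTiter-Fluor read for cell health.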
A549 viability – A549 cytotoxicity, counter-screen for Nrf2 inhibitors; Potency, µM (series often up to 46 µM), inactives show at the highest dose activity change, negative = cytotoxicity, usual class: inhibitors; A549 ARE-Fluc cells, CellTiter-Fluor viability, 18-24 h; AID 504648; actives 0.16% (n = 390,000); further: potency means the concentration at half of the fitted maximal effect; on the % scale 0 is the no-effect control and ±100 the full control effect
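A549 ARE-Fluc cells in 5% FBS OPTI-MEM, 5000 cells/well, rested 2 h then exposed to compounds in concentration-response for 18-24 h at 37 °C. Viability by CellTiter-Fluor fluorescence (Ex 405/Em 525) after 30 min; luciferase luminescence (BugLite, 15 min, RT) read afterwards.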
ATXN2 expr inh – ATXN2 expression inhibition; AID 1745845; Potency, µM (doses to about 57 µM), inactives show at the top dose activity change, negative = inhibition, usual class: inhibitors; HEK-293 ATXN2-luciferase reporter, luminescence, 24 h; actives 0.72% (n = 360,000); further: potency means the concentration at half of the fitted maximal effect; on the % scale 0 is the no-effect control and ±100 the full control effect; nearly all actives have a fitted effect of over 55% in size
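qHTS (up to 57 uM final) was run with 24 h compound exposure of reporter cells at 37 °C. Each well was multiplexed: SteadyGlo luminescence measured ATXN2-luciferase expression after a fluorogenic Gly-Phe-AFC viability readout (25 uM final).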
* marks the source's active call; other numbers are inactive results; i = inactive; u = inconclusive; x = no result given; [ ] = remark or other dose. Unless noted, the call rests on the fitted dose curve; in most records, active means well fitted curve in the direction sought with a large enough effect; inconclusive means small, poorly fitted or top-dose-only effect, or another doubt; inactive means no such curve, though single readings can be large; an effect the other way counts as inactive or inconclusive.

SMILES	TGFb inhibitor	S2 tox	MCF10A rerep	Nrf2 ARE act	HepG2 tox	IL-1B inflam inh	Nrf2 inh	A549 viability	ATXN2 expr inh
CC(=O)Nc1cccc(N2C(=O)CC(N3CCC(C(=O)N4CCCCC4)CC3)C2=O)c1 (stereo not given)	7.4%	i	-0.5%	-0.1%	0.2%	-16.5	4.1%	0.4%	4.3%
CCCn1c(=O)sc2cc(NC(=O)COc3ccc(Cl)cc3)ccc21	u	u	x	1.0%	-21.5%	x	u	4.7%	u
CCOc1ccc2[nH]c(=O)c(C(c3nnnn3C3CCCCC3)N3CCN(CC)CC3)cc2c1 (stereo not given)	-25.8%	u	4.9%	-1.2%	-11.5%	2.3	17.2%	2.4%	0.6%
CCOc1ccc(S(=O)(=O)N2CCCC(C(=O)N3CCOCC3)C2)cc1C (stereo not given)	-10.2%	i	-8.9%	-0.7%	0.2%	-24.7	-20.7%	1.3%	-19.7%
COC(=O)c1cc2c(ccn2-c2ccc(F)cc2)n1CC(C)C	-25.4%	i	23.1µM*	0.0%	-22.2%	-7.9	-5.6%	-1.3%	-8.1%
NCCCCCc1nnc(SCc2ccc(Cl)c(Cl)c2)o1	-12.8%	x	0.2%	-0.3%	-1.0%	10.0	0.8%	-2.6%	x
Cc1cc2ncc(-c3cccc(Cl)c3)cn2n1	4.8%	i	9.4%	0.9%	1.4%	14.2	u	-1.0%	48.1%[activator]
O=C(Nc1nc2c(s1)CCCC2)c1cccc(S(=O)(=O)N2CCCc3ccccc32)c1	u	i	20.9%	4.3%	-6.4%	37.3	20.6µM*	1.4%	-8.4%
Cc1ccc(S(=O)(=O)N2CCCCC2)cc1NC(=O)CN1C(=O)c2ccccc2S1(=O)=O	0.8%	i	6.3%	-0.6%	-4.6%	10.7	-2.0%	-0.4%	6.7%
Cc1ccc(Nc2nnc(-c3ccc(C)c(S(=O)(=O)N4CCN(C)CC4)c3)c3ccccc23)cc1	-29.7%	i	x	0.0%	0.0%	x	4.3%	9.0%	0.1%
Cc1cc(=O)oc(C)c1C(=O)N1CCN(c2ccc(F)cc2)CC1	-7.8%	i	u	0.3%	-22.6%	-8.3	-2.8%	0.9%	-13.1%
COc1ccc(C2Nc3ccccc3C(=O)N2NC(C)=O)c(OC)c1 (stereo not given)	20.7%	i	-2.7%	0.2%	4.1%	32.1	25.8%	-2.1%	-17.7%
C=CCOc1nc2sc(C)c(C)c2c(=O)n1-c1ccccc1	-13.9%	i	0.6%	0.0%	-4.8%	-12.6	7.7%	0.6%	x
C/C(=N\NC(=O)C(=O)Nc1cccc(Cl)c1C)c1ccncc1	2.8%	u	-0.7%	0.3%	-22.2%	1.5	-29.0%	1.2%	0.9%
CCC(C)(C)NC(=O)C(c1ccc(F)cc1)N(Cc1ccco1)C(=O)c1snc(C(N)=O)c1N (stereo not given)	10.4%	i	u	1.9%	-4.3%	-2.3	6.2%	-4.7%	0.0%

Following part
SMILES	TGFb inhibitor	S2 tox	MCF10A rerep	Nrf2 ARE act	HepG2 tox	IL-1B inflam inh	Nrf2 inh	A549 viability	ATXN2 expr inh
COc1ccc(S(=O)(=O)N2CCOCC2)c(Cl)c1Cl	-4.2%	i	7.31µM*	-0.4%	4.0%	-6.6	-2.3%	12.2%	-19.4%
COc1ccc(Cl)cc1C(=O)Nc1cccc2ncccc12	-20.6%	i	-9.4%	17.0%	-11.7%	-9.9	-2.9%	14.0%	-0.3%
COC(=O)CNC(=O)Cn1cnc2sc(C)c(S(=O)(=O)N3CCC(C)CC3)c2c1=O	-2.7%	i	0.2%	0.5%	4.7%	-0.2	1.6%	-3.3%	7.7%
O=C1NCCCC1C(=O)N/N=C/c1ccc([N+](=O)[O-])cc1 (stereo not given)	-7.6%	i	-0.2%	-0.1%	-7.6%	15.1	20.6%	8.8%	x
COc1ccccc1Cc1c(-c2ccc(F)cc2)nc2ccc(Br)cn12	10µM*	u	x	2.9%	-32.2%	3.8	x	x	-11.6%
CCn1c(=N)n(CC(=O)c2ccc(Cl)c(Cl)c2)c2ccccc21	u	i	25.9µM*	11.7%	-69.6%	-72.9*	u	-6.9%	-0.6%
Cc1occc(=O)c1OCc1c(F)cccc1Cl	9.0%	u	0.0%	-0.3%	38.9%	12.8	1.3%	2.0%	-28.5%
CC1CS(=O)(=O)CCN1N=Cc1ccc([N+](=O)[O-])o1 (stereo not given)	-24.0%	u	-2.3%	-0.4%	-11.8%	30.6	8.0%	-4.5%	-6.9%
COc1ccc(Cn2c(SCc3ccc(C(=O)NC(C)c4ccccc4)cc3)nc3cccnc32)cc1 (stereo not given)	-6.7%	x	x	0.6%	-33.4%	x	-21.5%	-18.4%	x
CC1=C(C)C(c2ccccc2)NC(=S)N1 (stereo not given)	0.1%	i	-5.5%	0.1%	0.7%	7.1	15.1%	0.6%	10.7%
COc1cccc(NC(=O)COC(=O)c2ccc(F)cc2F)c1	7.3%	i	-12.1%	-0.6%	-0.8%	20.1	10.6%	9.9%	5.7%
CCOC(=O)COc1cc(OCC(=O)OCC)c2c3c(c(=O)oc2c1)CCCC3	0.0%	u	5.4%	5.6%	-11.3%	32.4	13.4%	-2.5%	-18.5%
CN(C)/C=C/C(=O)C(F)(F)F	0.0%	i	-1.3%	-1.3%	77.2%	-4.9	4.5%	1.4%	-28.6%
Cc1cc(C)n2nc(SCCOc3ccc(F)cc3)nc2n1	10.3%	i	-4.5%	3.1%	-0.1%	-18.8	-13.8%	0.2%	-3.1%
O=C(CCN1C(=O)/C(=C/c2ccccc2F)SC1=S)Nc1cccnc1	-4.9%	i	u	0.0%	0.4%	-6.5	11.7%	6.6%	-2.9%

Printed as active in Nrf2 inh, of those listed so far:
mol	TGFb inhibitor	Nrf2 ARE act	IL-1B inflam inh	Nrf2 inh
O=C(Nc1nc2c(s1)CCCC2)c1cccc(S(=O)(=O)N2CCCc3ccccc32)c1	u	4.3%	37.3	20.6µM*

Next results:
SMILES	TGFb inhibitor	S2 tox	MCF10A rerep	Nrf2 ARE act	HepG2 tox	IL-1B inflam inh	Nrf2 inh	A549 viability	ATXN2 expr inh
Cc1ccc(CN2CC(C(=O)O)CC2=O)cc1 (stereo not given)	2.7%	x	0.7%	-0.5%	-5.6%	-25.8	20.4%	2.0%	x
CN1CCN(C(=O)CN(C)S(=O)(=O)c2ccc3ccccc3c2)CC1	u	i	13.1%	-0.6%	7.5%	-7.5	-20.4%	-1.4%	-37.4%
Cc1ccc(CNC(=O)Cn2c(=O)cc(C(F)(F)F)c3c(C)nn(C)c32)cc1	-4.2%	i	x	-0.1%	7.8%	x	-14.4%	1.9%	12.8%
Cc1nnc(NC(=O)CSc2nnc3scc(-c4ccc(C)c(C)c4)n23)s1	-3.8%	i	2.6%	-0.2%	-46.7%	0.0	-9.7%	-1.5%	2.7%
CC(=O)Nc1nc(CC(C)C)cc2c1c(=O)oc1ccccc12	u	i	-8.2%	0.0%	-61.7%	26.7	20.3%	-2.9%	1.2%
CCc1nn(CC(=O)NC(C)CCc2ccccc2)c(=O)c2cc3occc3n12 (stereo not given)	2.6%	i	5.9%	0.1%	1.2%	2.1	4.4%	0.6%	0.5%
Cc1oc(-c2ccccc2Cl)[n+]([O-])c1C	-16.3%	i	u	-0.6%	11.6%	-7.8	9.2%	-1.9%	2.6%
CCOC(=O)c1ccc(NC(=O)c2oc(=O)c3ccccc3c2-c2ccccc2)cc1	11.4%	i	x	-0.6%	1.0%	x	x	0.9%	6.0%
Cc1[nH]c(=S)c(C#N)c(C)c1Cc1ccccc1	-0.3%	u	-2.1%	-0.9%	1.7%	14.1	-5.0%	-1.9%	u
COC(=O)c1cccc(Nc2nc(-c3cccnc3)nc3ccccc23)c1	1.1%	i	u	1.7%	-5.8%	-22.3	u	4.2%	-0.4%
Cc1cccc(C(=O)OCC(=O)Nc2ccc3c(c2)OCCO3)c1	24.9%	u	17.7%	0.2%	5.5%	-6.1	8.0%	-0.8%	x
Cc1nc(NCCc2ccccc2)sc1C(=O)O	9.3%	i	8.8%	2.9%	23.9%	35.2	19.0%	-1.7%	16.1%
Cc1c(C)c2ccc(OC(C)C(=O)NCCCN3CCOCC3)c(C)c2oc1=O (stereo not given)	11.2%	i	0.0%	0.2%	2.1%	19.1	2.6%	1.9%	-3.6%
O=C(CN1CCN(Cc2ccccc2)CC1)Nc1ccc(Cl)cn1	-5.8%	i	-177.3%[0.0737 µM]	1.5%	-14.0%	1.6	10.0%	1.5%	-2.8%
CCOc1cc(-c2conc2N)cc(OCC)c1OCC	5.1%	i	u	2.7%	41.1%	7.3	-8.8%	-3.0%	12.4%

Continued:
SMILES	TGFb inhibitor	S2 tox	MCF10A rerep	Nrf2 ARE act	HepG2 tox	IL-1B inflam inh	Nrf2 inh	A549 viability	ATXN2 expr inh
CN1CCN(C(=O)c2cccc(-c3ccc4nncn4c3)c2)CC1	16.4%	i	x	0.7%	11.7%	0.0	x	x	3.0%
COc1cc(C(=O)Nc2sc3c(c2C#N)CCN(C(C)=O)C3)cc(OC)c1OC	-0.4%	i	11.1%	0.6%	-11.1%	-11.2	u	-15.3%	-3.8%
O=C(CSc1nc2ccccc2n1CC(=O)N1CCCC1)NCc1ccc2c(c1)OCO2	0.5%	i	6.8%	0.2%	-2.1%	5.4	-3.6%	0.4%	0.5%
COc1cccc(C(NC(C)=O)c2nc(-c3cccc(O)c3)cs2)c1 (stereo not given)	4.5%	i	x	3.6%	-2.7%	13.9	x	x	0.7%
O=S(NC1CCCCC1)C12CC3CC(CC(C3)C1)C2 (stereo not given)	0.0%	i	-4.0%	-0.8%	-18.8%	24.1	x	-0.2%	1.2%
